# Tau fibril ThT – inhibitors of human tau fibril formation, thioflavin T binding | P10636 | recombinant tau K18 P301L (four-repeat tau fragment), heparin-induced fibrillization, ThT fluorescence | Potency, µM (titrated, usually from 57.4 µM), inactives show top-dose activity, negative = inhibition, usual class: inhibitors | 270,000 tested, 2.1% active | AID 1460; also: nearly all actives have a fitted effect of over 55% in size
#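 Recombinant human tau K18 fragment […] carrying P301L, 15 uM unlabeled plus 0.24 uM Alexa 594-labeled, was fibrillized with 20 uM heparin in 100 mM sodium acetate pH 7 for 6 hr at 37 C; 30 uM ThT fluorescence read after 1 hr.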
# TRb SRC2 PPI – TRbeta-SRC2 interaction inhibition. P10828. TRbeta-SRC2 peptide binding, fluorescence polarization; receptor liganded with 1 µM T3. Potency, µM (titrated, usually from 106 µM), inactives show top-dose activity change, negative = inhibition, most hits filed as inhibitors. 280,000 tested, 0.065% active. AID 1469;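 also: plate controls were bound peptide for no effect and peptide without receptor for full effect; nearly all actives have a fitted effect of over 50% in size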
#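 Fluorescence polarization of 20 nM Texas Red SRC2 peptide (20-aa NR interaction domain) bound to 0.6 uM human TRb ligand-binding domain, with 1 uM T3, after 5 hr at ambient temperature; inhibition seen as decreased polarization.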
# JMJD2E inh – inhibitors of human JMJD2E histone demethylase; JMJD2E catalytic domain, FDH-coupled NADH fluorescence (FDH is formaldehyde dehydrogenase); AID 2147; Potency, µM (highest dose often 57.1 µM), for the others: top-dose activity change, negative = inhibition, actives largely listed as inhibitors; B2RXH2; 230,000 tested, 1.6% active; active = well fitted inhibition curve with a large enough effect, not every such curve was filed as active; inconclusive = small, poorly fitted or top-dose-only effect, or another doubt; inactive = no such curve, though single readings can be large or run the other way;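 also: 0% = wells with enzyme and -100% = buffer wells without enzyme; nearly all actives have a fitted effect of over 50% in size; many of its hits are not listed in these tables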
# L3MBTL1 block – inhibitors of human L3MBTL1. Q9Y468. AlphaScreen L3MBTL1–H3K9me1 peptide binding. Potency, µM (top dose mostly 57.1 µM), for the others: at the top dose activity, negative = inhibition, usual class: inhibitors. 230,000 tested, 0.66% active; also: nearly all actives have a fitted effect of over 60% in size
#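 AlphaScreen proximity signal between nickel-chelate acceptor and streptavidin donor beads (final 10 ug/mL) reports binding of 50 nM L3MBTL1 to 75 nM biotin-H3 K9me1 peptide; complex incubated with compounds 30 min at room temperature; cefsulodin titration as control.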
# Tau fibril FP – blocks human tau fibril formation measured by polarization; P10636; K18 P301L tau heparin fibrillization, Alexa594 FP, 6 h; Potency, µM (titrated, usually from 57.7 µM), inactives show at the highest dose activity, negative = inhibition, hits mostly inhibitors; 280,000 tested, 0.39% active; AID 1468; also: nearly all actives have a fitted effect of over 55% in size
#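 Human tau K18 […] P301L fragment, 15 uM unlabeled plus 0.24 uM Alexa 594-labeled tau (final), with compound and 20 uM heparin in 100 mM sodium acetate pH 7; 6 hr at 37 C, then Alexa 594 FP read.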
# RGS12 GoLoco inh – inhibitors of human Gai1-RGS12 GoLoco interaction (red fluorophore). AID 880. Potency, µM (series often up to 61.6 µM), without a hit: at the top dose activity, negative = inhibition, usual class: inhibitors. Gai1:RGS12 GoLoco peptide FP, rhodamine, 10 min. 230,000 tested, 0.44% active; active = well fitted inhibition curve with a large enough effect, not every such curve was filed as active; inactive = no such curve, though single readings can be large or run the other way; also: nearly all actives have a fitted effect of over 30% in size; many of its hits are not listed in these tables
# RECQ1 inh – RECQ1 (human) helicase inhibition; RECQ1 DNA unwinding, red fluorescence kinetic read; 240,000 tested, 0.54% active; Potency, µM (top dose mostly 57.3 µM), without a hit: at the top dose activity, negative = inhibition, actives largely listed as inhibitors;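 also: plate controls were vehicle for no effect and no enzyme for full effect; nearly all actives have a fitted effect of over 30% in size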
#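 RECQ1T1 50 nM; forked duplex (20 bp + 30-nt ss tails) 200 nM, ATP 2 mM final; pH 8.0, 2 mM MgCl2, 2.5 ug/ml poly(dI-dC); 15 min compound preincubation; discontinuous kinetic read over 2 h at RT.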
# TR SRC2 fluor cs – Texas Red fluorescence interference in TRb-SRC2 counter-screen; Potency, µM (titrated, usually from 106 µM), for the others: at the top dose fluorescence change, negative = quenching; TRb/SRC2 Texas Red total fluorescence interference; 280,000 tested, 0.29% active; AID 1479; active = well fitted curve in either direction with a large enough effect; inconclusive = small, poorly fitted or top-dose-only effect
#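 Human TRβ ligand-binding domain (0.6 uM) and Texas Red SRC2 peptide (20 nM) in Tris buffer with 1 uM T3 and 5% DMSO were incubated with pinned compound for 5 hr at ambient temperature. Total fluorescence was computed as S + 2P (555/632 nm).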
# Starred values were filed as active, the others as inactive; i = inactive; ? = inconclusive; nt = no result given; & = joins results of further samples; [ ] = dose if it differs, or a comment. Unless noted, calls follow the shape of the dose curve; as a rule, active = well fitted curve in the direction sought with a large enough effect; inconclusive = small, poorly fitted or top-dose-only effect, or another doubt; inactive = no such curve, though single readings can be large; an effect the other way counts as inactive or inconclusive. Unless noted, % is scaled to controls: 0 for no effect and ±100 for the full control effect; potency is read from the fitted curve at half-maximal effect. The list is partial; rates above refer to the full screens.
# Start of the data: the first 10 records (preview)
SMILES,Tau fibril ThT,TRb SRC2 PPI,JMJD2E inh,L3MBTL1 block,Tau fibril FP,RGS12 GoLoco inh,RECQ1 inh,TR SRC2 fluor cs
COc1ccc(N2CCN(CCC3Oc4cc([N+](=O)[O-])ccc4NC3=O)CC2)cc1 (stereo unspecified),7.94µM*,-5.0%,5.4%,-20.9%,13.2%,-5.4%,-3.5%,-10.0%
O=C(COC(=O)c1ccccc1NS(=O)(=O)c1cccs1)NCC12CC3CC(CC(C3)C1)C2,5.3%,0.4%,?,7.6%,-2.9%,9.8%,-7.2%,1.4%
Cc1nc2ccc(S(=O)(=O)NCC(=O)Nc3cccc(F)c3)cc2s1,6.1%,-9.2%,-13.9%,-7.1%,4.5%,5.8%,-5.9%,-2.1%
Cc1ccc(N2CC(C(=O)NCc3ccc(C)n3C)CC2=O)cc1 (stereo unspecified),?,-8.4%,?,nt,-8.3%,-8.8%,?,-5.9%
CCN1C(=O)[C@H]2[C@H]3[C@H](O)[C@H](O)C/C(=N/NC(=O)OCc4ccccc4)[C@H]3CC[C@@H]2C1=O,-14.2%[11.5 µM],-1.2%[11.2 µM],nt,nt,6.4%[11.6 µM],nt,i[11.5 µM],-30.2%[11.2 µM]
Cc1nc2ncnn2c(C)c1Cc1c(Cl)cccc1Cl,-6.0%,0.6%,1.5%,nt,-9.7%,-5.4%,-18.7%,-2.3%
CCOC(=O)c1[nH]c(=O)[nH]c1CSCCO,-8.4%,-3.6%,-7.7%,nt,-6.3%,-0.2%,-6.4%,-4.1%
CN1C(=O)/C(=C2/C=CC=CN2C)OC1=S,?,-10.3%,-0.2%,-9.9%,-5.3%,-0.1%,-4.2%,-0.3%
Cn1c(SCc2ccc([N+](=O)[O-])cc2)nc2c(c1=O)SCC2,?,-1.2%,2.0%,-10.5%,-4.8%,14.1%,-18.7%,-2.1%
COc1ccc(CN2C(=O)c3ccccc3C2C(=O)NC2CCCCCC2)c(OC)c1 (stereo unspecified),-7.3%&-5.7%,0.7%&3.1%,1.8%,nt,-6.7%&2.7%,0.0%,i,-0.7%&-15.2%

# The list itself, previewed entries included:
SMILES,Tau fibril ThT,TRb SRC2 PPI,JMJD2E inh,L3MBTL1 block,Tau fibril FP,RGS12 GoLoco inh,RECQ1 inh,TR SRC2 fluor cs
COc1ccc(N2CCN(CCC3Oc4cc([N+](=O)[O-])ccc4NC3=O)CC2)cc1 (stereo unspecified),7.94µM*,-5.0%,5.4%,-20.9%,13.2%,-5.4%,-3.5%,-10.0%
O=C(COC(=O)c1ccccc1NS(=O)(=O)c1cccs1)NCC12CC3CC(CC(C3)C1)C2,5.3%,0.4%,?,7.6%,-2.9%,9.8%,-7.2%,1.4%
Cc1nc2ccc(S(=O)(=O)NCC(=O)Nc3cccc(F)c3)cc2s1,6.1%,-9.2%,-13.9%,-7.1%,4.5%,5.8%,-5.9%,-2.1%
Cc1ccc(N2CC(C(=O)NCc3ccc(C)n3C)CC2=O)cc1 (stereo unspecified),?,-8.4%,?,nt,-8.3%,-8.8%,?,-5.9%
CCN1C(=O)[C@H]2[C@H]3[C@H](O)[C@H](O)C/C(=N/NC(=O)OCc4ccccc4)[C@H]3CC[C@@H]2C1=O,-14.2%[11.5 µM],-1.2%[11.2 µM],nt,nt,6.4%[11.6 µM],nt,i[11.5 µM],-30.2%[11.2 µM]
Cc1nc2ncnn2c(C)c1Cc1c(Cl)cccc1Cl,-6.0%,0.6%,1.5%,nt,-9.7%,-5.4%,-18.7%,-2.3%
CCOC(=O)c1[nH]c(=O)[nH]c1CSCCO,-8.4%,-3.6%,-7.7%,nt,-6.3%,-0.2%,-6.4%,-4.1%
CN1C(=O)/C(=C2/C=CC=CN2C)OC1=S,?,-10.3%,-0.2%,-9.9%,-5.3%,-0.1%,-4.2%,-0.3%
Cn1c(SCc2ccc([N+](=O)[O-])cc2)nc2c(c1=O)SCC2,?,-1.2%,2.0%,-10.5%,-4.8%,14.1%,-18.7%,-2.1%
COc1ccc(CN2C(=O)c3ccccc3C2C(=O)NC2CCCCCC2)c(OC)c1 (stereo unspecified),-7.3%&-5.7%,0.7%&3.1%,1.8%,nt,-6.7%&2.7%,0.0%,i,-0.7%&-15.2%
CCc1nnc(NC(=O)CSc2nccn2-c2ccccc2)s1,-7.7%,-2.5%,8.3%,1.9%,2.9%,1.5%,-4.7%,0.3%
O=C(NCCCO)C(=O)NCc1ccncc1,-4.4%,-4.6%,9.8%,nt,3.4%,3.6%,-15.0%,1.2%
O=C(Nc1c(C(=O)N2CCN(c3ccccc3F)CC2)oc2ccccc12)c1ccco1,?,-0.2%,nt,nt,-11.0%,nt,nt,-2.5%
COC(=O)c1sc(S(=O)(=O)NCc2cccs2)c(C(=O)OC)c1C,-5.6%,6.8%,-4.5%,34.4%[activator],-5.0%,-0.8%,-8.8%,-2.2%
Cc1sc2ncn(CC(=O)NCCc3ccccc3)c(=O)c2c1C,-7.3%,-25.0%,1.1%,nt,-5.7%,4.4%,i,1.5%
CCCN(CCC)CCCNC(=O)C1CCCN(S(=O)(=O)c2cccc3nsnc23)C1 (stereo unspecified),3.1%,6.4%,nt,nt,-6.0%,nt,nt,-0.4%
Cc1ccc(SCCC(=O)NCCSCc2ccco2)cc1,-1.7%,-4.6%,-11.4%,-4.4%[11.4 µM],-7.2%,-2.6%,-2.0%,-1.6%
COc1ccc2c(c1)CC/C2=N\OC(=O)c1ccccc1OC,?,0.2%,-9.4%,-7.6%[11.4 µM],-3.2%,-7.8%,i,-2.6%
CCOc1cc(NC(C)=O)ccc1C(=O)OC,nt,-5.3%&5.5%,nt,nt,nt,-3.2%,0.4%,-3.6%&-1.6%
CC(=O)c1cn(Cc2ccccc2)c(=O)[nH]c1=O,-4.4%,-6.3%,2.0%,15.8%,4.1%,2.1%,-1.5%,-1.0%
Cc1cc(C)nc(SCc2n[nH]c(=S)n2C)n1,3.2%,-17.5%,-8.1%,?,0.4%,1.3%,-2.6%,0.0%
CCSc1nnc(NC(=O)[C@@H](NC(=O)c2cc(OC)cc(OC)c2)C(C)C)s1,-11.5%,-3.0%,-2.3%,nt,-1.0%,7.1%,-3.9%,0.0%
Cc1cccc(-c2noc(CN(C(=O)C34CC5CC(CC(C5)C3)C4)C(C)C)n2)c1,-19.6%,4.6%,1.2%,?,4.8%,2.4%,2.4%,-5.7%
CCC(C(=O)Nc1nnc(-c2ccco2)s1)c1ccccc1 (stereo unspecified),-16.3%,5.6%,?,-11.9%,-11.0%,nt,-2.2%,-0.3%
COc1ccc(NC(=O)CSc2nnc(CNC(=O)COc3ccc(Cl)cc3)o2)cc1,6.1%,-1.5%,5.5%,-1.7%,?,1.4%,1.8%,0.9%
SMILES,Tau fibril ThT,TRb SRC2 PPI,JMJD2E inh,L3MBTL1 block,Tau fibril FP,RGS12 GoLoco inh,RECQ1 inh,TR SRC2 fluor cs
CCCN1C=CC(=C2C(=O)c3ccccc3C2=O)C=C1,?,-2.5%,-3.6%,0.8%,2.8%,2.6%,-0.5%,-3.5%
CCOc1ccc(C(=O)Nc2ccc(C(=O)OCc3cc(=O)n4nc(CC)sc4n3)cc2)cc1,1.8%,2.0%,nt,nt,3.2%,nt,nt,-1.2%
COC(=O)c1ccc(CN(c2ccc(C)cc2)S(=O)(=O)c2ccc3c(c2)OCCO3)o1,-10.8%,-23.1%,-1.6%,-3.6%,-7.3%,-5.5%,-26.0%,1.1%
O=C(NCCNS(=O)(=O)c1ccccc1)N1CCOCC1,-6.9%,1.6%,6.5%,2.5%,-2.5%,-9.8%,i,0.2%
CC(C)(C)C(=O)Nc1ccccc1C(=O)NCc1cccnc1,-9.3%,5.1%,-9.8%,0.8%,0.6%,4.6%,-0.9%,1.1%
Cc1ccc(OCC(=O)O/N=C(\N)c2cccnc2)cc1,-17.5%,-6.0%,-2.7%,nt,-0.4%,-7.6%,-4.0%,0.7%
O=C(CSc1nc2ccccc2o1)N1CCN(c2ccc(Cl)cc2)CC1,?,-13.0%,-4.3%,1.6%,5.6%,3.1%,-11.9%,1.2%
